Pf growth 96h = inhibits malaria parasite growth, 96 h | P. falciparum luciferase reporter growth, 96 h | Potency, µM (series often up to 28.7 µM), for the others: at the highest dose activity change, negative = inhibition, hits mostly inhibitors | 320,000 tested, 6.9% active | AID 504834; further: potency means the concentration at half of the fitted maximal effect; on the % scale 0 is the no-effect control and ±100 the full control effect
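Two parasite generations (96 h, 37 C, 5% CO2) of compound exposure in infected erythrocytes (0.05% parasitemia, 2% hematocrit). Luciferase-reporter P. falciparum; decreased luminescence indicates inhibited growth, aimed at apicoplast-acting delayed death.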
Cycloheximide cs = affects cycloheximide protein synthesis inhibition readout, counter-screen | cell reporter, cycloheximide protein synthesis inhibition counterscreen | max response, % | 300,000 tested, 12% active; in the data active means max response mostly above about 13%, no sharp cut-off; inactive means mostly below about 14%; further: read at 38.3 µM for the half of the compounds with a filed dose; 0% is about no effect
Pf growth 48h = P. falciparum growth inhibition at 48 hours (one generation). Potency, µM (top dose mostly 28.7 µM), without a hit: at the top dose activity change, negative = inhibition, hits mostly inhibitors. 310,000 tested, 5.9% active. P. falciparum luciferase growth in erythrocytes, 48 h; further: potency means the concentration at half of the fitted maximal effect; on the % scale 0 is the no-effect control and ±100 the full control effect
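Cell-based growth assay: transgenic P. falciparum expressing firefly luciferase, cultured in red cells within RPMI 1640 containing 0.5% w/v Albumax, 24 mM bicarbonate and gentamycin. A drop in luciferase activity indicates inhibition.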
TbPYK inhibitor = blocks Trypanosoma brucei pyruvate kinase; Potency, µM (titrated, usually from 76.8 µM), inactives show at the top dose activity, negative = inhibition, hits mostly inhibitors; TbPYK enzyme, Kinase-Glo Plus ATP luminescence, 45 min; 410,000 tested, 0.12% active; Q57TT1; further: potency means the concentration at half of the fitted maximal effect; on the % scale 0 is the no-effect control and ±100 the full control effect; nearly all actives have a fitted effect of over 50% in size
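ADP (130 uM final) triggers the TbPYK reaction after compound addition; incubation is 45 min at room temperature. Kinase-Glo Plus is then added and luminescence imaged. Normalized data are fitted to concentration-effect curves.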
HCV inhibitor = HCV inhibition; 340,000 tested, 3.4% active; AID 651820; Huh7.5.1 HCVcc-Cre infection, luciferase reporter, 44 h; Potency, µM (series often up to 41.8 µM), for the others: top-dose activity change, negative = inhibition, usual class: inhibitors; further: potency means the concentration at half of the fitted maximal effect; on the % scale 0 is the no-effect control and ±100 the full control effect
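Reporter virus HCVcc-Cre (~0.5 moi) infects cells exposed to compound; seeding density 1,000 cells/well with 4 h settling beforehand. Luminescence, 15 sec read, taken 44 h post-infection following a 15 min RT substrate incubation.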
Shiga inhibitor = Shiga toxin inhibition; Vero cells, Shiga toxin protein synthesis inhibition reporter; inhibition, % at 38.7 µM; 290,000 tested, 9.2% active; in the data active means inhibition mostly above about 28%, no sharp cut-off; inactive means mostly below about 43%; further: 0% is about no effect
LmPK inh = inhibitors of Leishmania mexicana pyruvate kinase. Q27686. purified LmPK, Kinase-Glo ATP luminescence, 1 h. Potency, µM (series often up to 57.5 µM), for the others: at the highest dose activity change, negative = inhibition, actives largely listed as inhibitors. 290,000 tested, 0.37% active; further: potency means the concentration at half of the fitted maximal effect; on the % scale 0 is the no-effect control and ±100 the full control effect
Target sequence (Q27686 whole entry, looked up): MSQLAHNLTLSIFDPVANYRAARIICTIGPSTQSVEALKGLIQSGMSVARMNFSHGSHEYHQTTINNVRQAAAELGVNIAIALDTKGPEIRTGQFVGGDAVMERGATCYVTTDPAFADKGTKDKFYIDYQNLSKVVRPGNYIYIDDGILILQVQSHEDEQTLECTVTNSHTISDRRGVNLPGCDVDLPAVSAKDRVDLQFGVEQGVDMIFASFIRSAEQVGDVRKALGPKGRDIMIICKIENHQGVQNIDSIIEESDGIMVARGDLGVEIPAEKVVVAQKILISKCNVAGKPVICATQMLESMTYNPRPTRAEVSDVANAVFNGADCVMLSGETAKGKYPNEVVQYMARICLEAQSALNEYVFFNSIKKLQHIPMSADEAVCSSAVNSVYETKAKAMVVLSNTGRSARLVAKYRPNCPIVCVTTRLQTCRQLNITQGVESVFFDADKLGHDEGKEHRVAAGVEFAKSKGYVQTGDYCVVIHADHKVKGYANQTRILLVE
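In 50 mM imidazole pH 7.2 with 7 mM MgCl2, LmPK (0.1 nM) turned over PEP (0.5 mM) and ADP (0.1 mM) for 1 h at room temperature. Luciferase read-out of ATP.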
The depositor's hits bear a star; ? = inconclusive; / = no result given; & = joins results of further samples; [ ] = dose if it differs, or a comment. Unless noted, the call rests on the fitted dose curve; in most records, active means well fitted curve in the direction sought with a large enough effect; inconclusive means small, poorly fitted or top-dose-only effect, or another doubt; inactive means no such curve, though single readings can be large; an effect the other way counts as inactive or inconclusive. Not all compounds are listed. The share of hits here may be higher or lower than overall.

SMILES | Pf growth 96h | Cycloheximide cs | Pf growth 48h | TbPYK inhibitor | HCV inhibitor | Shiga inhibitor | LmPK inh
COc1ccc(-c2cc(=O)c3c(O)cc(O[C@@H]4O[C@H](CO[C@@H]5O[C@@H](C)[C@H](O)[C@@H](O)[C@H]5O)[C@@H](O)[C@H](O)[C@H]4O)cc3o2)cc1O | 42%[activator] | -1 | 2% | 1% | -3% | -12 | -13%
CC[C@H](NC(C)C)[C@H](O)c1ccc(O)c2[nH]c(=O)ccc12 | 0.24µM* | / | -27% | -4% | / | / | /
C[C@H](N[C@@H](C)COc1ccccc1)[C@H](O)c1ccc(O)cc1 | 16%[12.8 µM] | / | -3%[12.8 µM] | 1%[33.2 µM] | / | / | /
CN(C)CCC[C@]1(c2ccc(F)cc2)OCc2cc(C#N)ccc21 | 32%[activator] | -4 | ? | -9% | ? | -8 | -14%
O=c1cc(O)c(Cl)c[nH]1 | ? | / | 2% | 0% | / | / | /
CCCCNc1ccc(C(=O)OCCN(C)C)cc1 | 160%[activator] | -2 | 43%[activator] | -1% | -18% | 15 | 4%
C/C=C/C(=O)N(CC)c1ccccc1C | / | -6 | / | 2% | 12% | -6 | 2%
C=CC[n+]1ccc(/C=C2\C=Cc3cc(C)ccc3N2CC)c2ccccc21 | -24% | -5 | ? | -34% | 2.5µM* | -1 | ?
O=C(c1ccccc1)c1ccc2n1CC[C@H]2C(=O)O | -8%[12.8 µM] | / | 5%[12.8 µM] | -15%[33.2 µM] | / | / | /
NC(=O)C1(N2CCCCC2)CCN(CCCC(=O)c2ccc(F)cc2)CC1 | ? | -6 | -24% | 0% | / | -2 | /
Nc1nc(O)c(N=Nc2ccc(S(N)(=O)=O)cc2)c(=O)[nH]1 | -8% | -3 | -20% | 5% | 2% | 4 | 0%
CCN(CC)CCOC(=O)c1ccc(N)cc1 | ? | 1 | 16% | -5% | 10% | 5 | -14%
COc1ccc(C2CNC(=O)C2)cc1OC1CCCC1 (configuration not stated) | ? | -2&8&-2 | 1% | 2% | 1%[8.37 µM] | -13&18&10 | -2%&1%&-1%
C/C=C(/C)C(=O)OC(C)(C)[C@@H]1Cc2c(ccc3ccc(=O)oc23)O1 | ? | -2 | -24% | -5% | 0%[8.37 µM] | -2 | 4%
COc1cc(C(c2c(C)[nH][nH]c2=O)c2c(C)[nH][nH]c2=O)ccc1OC(=O)c1cccc(C)c1 | / | -6 | / | -4% | / | -1 | /
CC(=O)Oc1ccc(C(=C2CCCCC2)c2ccc(OC(C)=O)cc2)cc1 | -34% | -4 | -7% | -5% | / | -5 | /
CCCOC(=O)c1ccc(N)cc1 | -11% | / | 19% | 2% | / | / | /
COc1cc2ncnc(Nc3cccc(Cl)c3)c2cc1OC | / | -5 | / | / | / | -8 | 11%
CCCc1nc(C(C)(C)O)c(C(=O)O)n1Cc1ccc(-c2ccccc2-c2nn[nH]n2)cc1 | / | -1 | / | / | / | -9 | 7%
CN[C@H]1[C@@H](O)[C@@H](NC)[C@@H]2O[C@@]3(O)C(=O)C[C@@H](C)O[C@H]3O[C@H]2[C@H]1O | 5%[12.8 µM] | / | 5%[12.8 µM] | 2%[33.2 µM] | / | / | /

Individual results from above:
CCCOC(=O)c1ccc(N)cc1 @ TbPYK inhibitor = 2%
CC[C@H](NC(C)C)[C@H](O)c1ccc(O)c2[nH]c(=O)ccc12 @ Pf growth 48h = -27%

The listing continues.
SMILES | Pf growth 96h | Cycloheximide cs | Pf growth 48h | TbPYK inhibitor | HCV inhibitor | Shiga inhibitor | LmPK inh
COc1ccc(-c2cc(=O)c3c(O)cc(OC4OC(COC5OC(C)C(O)C(O)C5O)C(O)C(O)C4O)cc3o2)cc1O (configuration not stated) | 29% | / | 35%[activator] | -6% | ? | / | /
C[C@H](O)CN(C)C | -13% | / | 6% | 7% | / | / | /
Oc1ccc(/C=C\c2cc(O)cc(O)c2)cc1 | ? | / | ? | -12%[33.2 µM] | / | / | /
CN1CCCN=C1COC(=O)C(O)(c1ccccc1)C1CCCCC1 (configuration not stated) | ? | -3 | ? | 0%&1% | -1%[8.37 µM] | -12 | -3%
CC[C@@H]1C(=O)OC[C@@H]1Cc1cncn1C | -3%&12% | -4&-2&-2 | -2%&-1% | 4%&-7% | -2%[8.37 µM] | -6&-4&-10 | 9%&4%&1%
CCC(NC(C)C)C(O)c1ccc(O)c2[nH]c(=O)ccc12 (configuration not stated) | -9% | -2 | ? | 1% | -27%[8.37 µM] | -11 | 5%
CC(C)=CCOc1c2ccoc2cc2oc(=O)ccc12 | -1% | -4 | 10% | -1% | ? | -12 | 3%
Cc1cccc2c1NC(=O)C2(c1ccc(O)cc1)c1ccc(O)cc1 | 187%[activator] | -2 | ? | 3% | 17% | -4 | 2%
CC1Cc2ccccc2N1NC(=O)c1ccc(Cl)c(S(N)(=O)=O)c1 (configuration not stated) | -5% | -3 | 2% | -13%&-16% | ? | -10 | 0%
N#Cc1ccc(C(c2ccc(C#N)cc2)n2cncn2)cc1 | -12%[12.8 µM] | 26 | -11%[12.8 µM] | 0% | / | -7 | 3%
COc1ccc(-n2nc3c(N4CCCC(C(=O)NCc5ccccc5C)C4)nnc(C)c3c2C)cc1 (configuration not stated) | 2.1µM* | / | 12µM* | 1% | / | / | /
Cc1cncn1CCc1nc2c3ccccc3nc(SCC(=O)Nc3cccc(Cl)c3)n2n1 | 1% | 3 | ? | 56%&53%[activator] | ? | -14 | 6%
CCCC[C@H](O)c1ccccc1 | ? | / | 1% | 9% | / | / | /
N[C@@H](Cc1c[nH]c2ccc(O)cc12)C(=O)O | 16%&-4% | / | 31%&-3%[activator] | -6%&-11% | 5% | / | /
CCCCNc1ccc(C(=O)OCCOCCOCCOCCOCCOCCOCCOCCOCCOC)cc1 | 11% | / | ? | 3% | -11% | / | /
Cc1c(Cn2ccnc2)c2ccccc2n1CCC(=O)O | ? | / | -11% | 0% | / | / | /
NOCC(=O)O | 8% | / | 11% | -2% | -5% | / | /
COc1ccc(-c2cc(=S)ss2)cc1 | ? | / | 28% | 3% | / | / | /
CN(C)CCCC1(c2ccc(F)cc2)OCc2cc(C#N)ccc21 (configuration not stated) | -23% | -2&-4 | -10% | -5% | ? | -16&-18 | 3%&5%
CC=CC1=C(C(=O)O)N2C(=O)[C@H](NC(=O)[C@H](N)c3ccc(O)cc3)[C@@H]2SC1 | ? | -3 | -9% | 2% | / | -10 | /
CCOC(N)=O | 5% | / | 4% | -6% | / | / | /
CC(=O)Nc1ccc(CC(=O)O)cc1 | ? | 0 | -19% | 2%&-6% | 15% | 21 | 2%
C[N+]1(C)CCC(=C(c2ccccc2)c2ccccc2)CC1 | 5.9µM* | / | 4.1µM* | -9% | -16% | / | /
C1COC(NC(C2CC2)C2CC2)=N1 | ? | -2 | ? | -8%&4% | 11%[8.37 µM] | -10 | -12%
Cc1ccc(N(CC2=NCCN2)c2cccc(O)c2)cc1 | -4%&-55%&-45%&9% | -3&7&4 | ? | 1%&-12%&-5%&-1% | ? | -15&-1&-7 | -3%&5%&-4%
CC1(C)O[C@H]2CC(=O)OC[C@@]23C1CC(=O)[C@]1(C)C3CC[C@@]2(C)[C@H](c3ccoc3)OC(=O)[C@H]3O[C@]321 (some centres not stated) | 33%[activator] | / | 1% | -9% | 7% | / | /
Cc1ccc(S(=O)(=O)NC(=O)NC2CCCCC2)cc1 | -9% | / | -6% | 4% | / | / | /
Oc1ccc(C2CNCCc3c2cc(O)c(O)c3Cl)cc1 (configuration not stated) | 2%&-16% | / | ? | ? | 37%&12%[activator] | / | /
CN1CCO[C@H](c2ccccc2)c2ccccc2C1 | -17%[12.8 µM] | / | -4%[12.8 µM] | -3%[33.2 µM] | / | / | /
C=CCN1CC(C(=O)N(CCCN(C)C)C(=O)NCC)CC2c3cccc4[nH]cc(c34)CC21 (configuration not stated) | 11µM* | 12 | 19µM* | -8% | / | -3 | /
CCc1ccc(CCOc2ccc(CC3SC(=O)NC3=O)cc2)nc1 (configuration not stated) | ? | / | -17% | 3% | 9% | / | /
CCN(CC)C(=O)Nc1ccc(OC[C@H](O)CNC(C)(C)C)c(C(C)=O)c1 | -30% | / | -18% | -8% | / | / | /
Oc1cc2c(cc1O)[C@H]1c3ccc(O)c(O)c3OC[C@@]1(O)C2 | 6.6µM* | / | 3.7µM* | 5.6µM* | ? | / | /
CCN(CC)CCNC(C(=O)OCCC(C)C)c1ccccc1 (configuration not stated) | 13µM* | / | 17µM* | 2% | / | / | /
Cc1ccc(=O)n(-c2ccccc2)c1 | -10% | / | 9% | -6%&3% | 24% | / | /
O=c1oc2c(O)c(O)cc3c(=O)oc4c(O)c(O)cc1c4c23 | 3.7µM* | -2 | 5.2µM* | -11%&-30% | -8%[8.37 µM] | -6 | 8%
COc1ccc(C[C@H]2COC(=O)[C@@H]2Cc2ccc(OC3OC(CO)C(O)C(O)C3O)c(OC)c2)cc1OC (some centres not stated) | -9% | -2 | -7% | 0% | 7.1µM* | 2 | 1%
CC(=O)OCC(=O)[C@@]1(O)CC[C@@H]2[C@H]3CCC4=CC(=O)C=C[C@]4(C)[C@]3(F)[C@@H](O)C[C@@]21C | 2%[12.8 µM] | / | -3%[12.8 µM] | 1%[33.2 µM] | / | / | /
CCn1cc(C(=O)O)c(=O)c2cnc(N3CCNCC3)nc21 | -7% | -2 | -4% | 0%[33.2 µM] | -11%[8.37 µM] | -2 | -1%
CCCCCC(=O)O[C@]1(C(C)=O)CC[C@H]2[C@@H]3CCC4=CC(=O)CC[C@]4(C)[C@H]3CC[C@@]21C | 0.83µM* | -2 | 1µM* | 1%&2% | ? | 14 | -5%
COc1cc([C@@H]2Oc3cc(C4Oc5cc(O)cc(O)c5C(=O)[C@H]4O)ccc3O[C@H]2CO)ccc1O (some centres not stated) | 13µM* | / | 10µM* | 4% | ? | / | /
NC(N)=O | -1% | / | 11% | -1%&0% | 9% | / | /
CC(C)COC(=O)c1ccc(N)cc1 | 22% | / | 28% | -8% | / | / | /
CCOC(=O)[C@H](CCc1ccccc1)N[C@H]1CS[C@H](c2cccs2)CN(CC(=O)O)C1=O | -8%[12.8 µM] | / | ? | -16% | / | / | /
CCNC(=O)NCc1cccc(Cl)c1 | -16% | / | -1% | 0% | / | / | /
CC(=O)CCCCn1c(=O)c2c(ncn2C)n(C)c1=O | 181%[activator] | -1&-3 | 5% | -11% | -7%&15% | -2&-4 | -3%&2%
NC1CCN(c2nc3c(cc2F)c(=O)c(C(=O)O)cn3-c2ccc(F)cc2F)C1 (configuration not stated) | 1.1µM* | / | 3.8µM* | -1%&-1% | 4% | / | /
O=C(O)c1cccnc1Nc1cccc(C(F)(F)F)c1 | -4%&-20% | 1 | -25%&12% | 2%&0% | 1%[8.37 µM] | 11 | -3%
C=CCn1c(=O)n(C2OC(CO)C(O)C2O)c2nc(N)[nH]c(=O)c21 (configuration not stated) | -8% | -4 | 6% | 1% | / | 16 | /
COC(=O)C1=CO[C@@H](O[C@@H]2O[C@H](CO)[C@@H](O)[C@H](O)[C@H]2O)C2C1C[C@H](O)[C@@H]2C (some centres not stated) | 37%[activator] | / | 31%[activator] | 2% | 2.5µM* | / | /
